Compound activity deposited in PubChem BioAssay by National Center for Advancing Translational Sciences (NCATS).
BAZ2B inh – BAZ2B (human) inhibition; Q9UIF8; AlphaScreen BAZ2B-H3K14Ac peptide displacement; Potency, µM (highest dose often 114 µM), for inactives: at the top dose activity change, negative = inhibition, usual class: inhibitors; 4.4% of 360,000 active; AID 504333; further: potency means the concentration at half of the fitted maximal effect; on the % scale 0 is the no-effect control and ±100 the full control effect; nearly all actives have a fitted effect of over 60% in size
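AlphaScreen displacement of biotin-H3(5-23)K14Ac peptide (50 nM final) from BAZ2B (50 nM final) in PBS pH 7.4, 0.01% Tween-20; complex preformed 30 min RT, then compounds (top 110 uM) 30 min RT, beads 20 min dark.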
ALOX12 inh – inhibitors of human 12S-lipoxygenase ALOX12 | P18054 | purified 12hLO, xylenol orange hydroperoxide absorbance | Potency, µM (highest dose often 108 µM), for the others: at the top dose activity change, negative = inhibition, actives largely listed as inhibitors | 1.1% of 580,000 active; further: potency means the concentration at half of the fitted maximal effect; on the % scale 0 is the no-effect control and ±100 the full control effect
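Purified human 12hLO (150 nM final) in 25 mM Hepes, 0.01% Triton X-100, pH 7.0 was preincubated 15 min at room temperature with compound. Then 40 uM arachidonic acid was added, 30 min. Hydroperoxide was read by Fe-XO absorbance ratio 573/405 nm.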
GLS inhibitor – glutaminase GLS (human) inhibition | O94925 | GLS enzymatic activity, qHTS titration | Potency, µM (highest dose often 45.5 µM), inactives show at the top dose activity change, negative = inhibition, most hits filed as inhibitors | 0.21% of 410,000 active | AID 624170; further: potency means the concentration at half of the fitted maximal effect; on the % scale 0 is the no-effect control and ±100 the full control effect
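Two-point fluorescence kinetic (t0, 30 min RT) for hKGA; glutamate detected via glutamate oxidase–HRP–Amplex Red. Substrate: 1 mM L-glutamine solution; buffer 45 mM KH2PO4, pH 8.2.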
HP1b chromo inh – inhibitors of HP1-beta chromodomain binding to methylated histone tails; P83916; AlphaScreen HP1-beta / biotin-H3K9me3 peptide binding; Potency, µM (doses to about 114 µM), for the others: top-dose activity change, negative = inhibition, most hits filed as inhibitors; 0.56% of 390,000 active; AID 540317; further: potency means the concentration at half of the fitted maximal effect; nearly all actives have a fitted effect of over 70% in size; inactives centre near 23
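AlphaScreen: HP1-beta (50 nM) preformed 30 min with biotin-H3(1-18)K9me3 peptide (50 nM) in PBS pH 7.4, 0.01% Tween-20. Compound added for 30 min at RT, then streptavidin donor/nickel chelate acceptor beads (10 ug/mL) for 30 min.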
PI4K2A inh – blocks human PI4K2A kinase activity; AID 1346378; 0.13% of 420,000 active; Q9BTU6; purified PI4K2A, ADP-Glo luminescence, 1 h; hits give low values; activity change, negative = inhibition, % at 76.9 µM; in the data active means activity change below about -50%; inconclusive means mostly about -30% to -49%;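 further: -100% = wells without enzyme as full effect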
Target sequence (Q9BTU6 whole entry, looked up): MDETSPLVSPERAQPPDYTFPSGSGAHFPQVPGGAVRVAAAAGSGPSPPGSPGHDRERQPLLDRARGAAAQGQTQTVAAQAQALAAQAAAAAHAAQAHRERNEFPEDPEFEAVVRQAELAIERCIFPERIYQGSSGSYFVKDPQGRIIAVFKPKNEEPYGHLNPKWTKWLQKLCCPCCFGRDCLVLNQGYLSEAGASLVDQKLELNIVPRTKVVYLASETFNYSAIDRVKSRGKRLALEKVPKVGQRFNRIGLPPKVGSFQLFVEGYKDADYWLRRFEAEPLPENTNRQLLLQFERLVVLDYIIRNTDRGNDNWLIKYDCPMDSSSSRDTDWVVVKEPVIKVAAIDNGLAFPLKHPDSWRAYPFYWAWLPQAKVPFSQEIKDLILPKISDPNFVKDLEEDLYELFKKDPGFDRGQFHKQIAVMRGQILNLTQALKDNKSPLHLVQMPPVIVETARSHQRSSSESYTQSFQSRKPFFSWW
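PI4K2A activity was measured by ADP-Glo luminescence: enzyme (4 ug/mL stock) and phosphatidylinositol (1.2 mM stock) in Tris pH 7.5/MgCl2/EGTA/Triton X-100 buffer were reacted with ATP (300 microM stock) for one hour at ambient temperature.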
JMJD2A Tudor inh – inhibitors of human JMJD2A Tudor domain; O75164; AlphaScreen JMJD2A-Tudor / H3K4me3 peptide binding; Potency, µM (doses to about 114 µM), for the others: top-dose activity change, negative = inhibition, most hits filed as inhibitors; 4.4% of 390,000 active; AID 504339; further: potency means the concentration at half of the fitted maximal effect; on the % scale 0 is the no-effect control and ±100 the full control effect; nearly all actives have a fitted effect of over 50% in size
ERG Ets-DNA blk – blocks human ERG Ets domain binding to DNA; 0.028% of 370,000 active; fluorescence polarization, His-ERG Ets domain / labelled DNA; P11308; Potency, µM (titrated, usually from 76.9 µM), for inactives: top-dose FP activity, negative = inhibition, hits mostly inhibitors; active means well fitted inhibition curve with a large enough effect in the polarisation, with a control signal flat; inconclusive means small, poorly fitted or top-dose-only effect, or effect the other way, or a change in a side signal; inactive means no such curve, though single readings can be large or run the other way; the % refers to the polarisation;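 further: polarization taken with two DNA probes labelled with fluorescein and Texas red; potency means the concentration at half of the fitted maximal effect; % of control where 0% means no effect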
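His-tagged ERG Ets domain (1 uM in the protein solution; 300mM KCl, 50mM Tris-HCl, 1mM EDTA, 1mM DTT, pH 7.5) received compound, then a probe mix of 5 nM fluorescein-DNA and 100nM Texas-615-DNA. Fluorescence polarization was read for both dyes.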
G9a block – blocks human histone lysine methyltransferase G9a | 8.8% of 350,000 active | G9a H3K9 monomethylation, AlphaScreen, 2 h | Potency, µM (top dose mostly 102 µM), without a hit: top-dose activity, negative = inhibition, actives largely listed as inhibitors | Q96KQ7; further: potency means the concentration at half of the fitted maximal effect; on the % scale 0 is the no-effect control and ±100 the full control effect; nearly all actives have a fitted effect of over 75% in size
Target sequence (Q96KQ7 913-1193 limits assumed): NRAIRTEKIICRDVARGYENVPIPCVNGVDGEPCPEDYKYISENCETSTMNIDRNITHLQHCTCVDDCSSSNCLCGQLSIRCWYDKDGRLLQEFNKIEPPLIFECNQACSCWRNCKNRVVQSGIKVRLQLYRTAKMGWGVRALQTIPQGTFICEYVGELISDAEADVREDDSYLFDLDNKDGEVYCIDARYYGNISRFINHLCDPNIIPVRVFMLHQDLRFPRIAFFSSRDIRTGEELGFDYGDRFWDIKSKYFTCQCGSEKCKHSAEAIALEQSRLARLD
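Compounds were preincubated with 20 nM G9a for 15 min, after which biotinylated H3K9 peptide (500 nM) and SAM (20 uM) started a 2 h room-temperature reaction. Monomethylated product was quantified by antibody-based AlphaScreen chemiluminescence.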
RGS4 inhibitor – human RGS4 inhibition. P49798. Transcreener GDP fluorescence polarization, RGS4-accelerated GTP hydrolysis. Potency, µM (series often up to 114 µM), for the others: at the top dose activity change, negative = inhibition, hits mostly inhibitors. 0.039% of 390,000 active; further: potency means the concentration at half of the fitted maximal effect; on the % scale 0 is the no-effect control and ±100 the full control effect; nearly all actives have a fitted effect of over 75% in size; some results filed as inactive show a strong effect at the top dose
Target sequence (P49798 whole entry, looked up): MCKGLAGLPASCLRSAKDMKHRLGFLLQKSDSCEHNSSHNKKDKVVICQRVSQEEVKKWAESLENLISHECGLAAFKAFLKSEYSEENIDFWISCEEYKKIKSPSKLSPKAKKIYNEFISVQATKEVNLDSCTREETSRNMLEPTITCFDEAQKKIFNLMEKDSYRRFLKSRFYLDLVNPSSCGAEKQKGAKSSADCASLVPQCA
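MLSMR compounds (23 nl, pin-transferred) preincubated 10 min at room temperature with a 500nM (2x) first reagent, then RGS4 at 900nM (2x) plus Transcreener GDP mix added; fluorescence polarization (620/688 nm) read before and after 90 min at 30 °C.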
Starred values were filed as active, the others as inactive; ? = inconclusive; . = no result given; & = joins results of further samples; [ ] = dose if it differs, or a comment. Unless noted, the call rests on the fitted dose curve; in most records, active means well fitted curve in the direction sought with a large enough effect; inconclusive means small, poorly fitted or top-dose-only effect, or another doubt; inactive means no such curve, though single readings can be large; an effect the other way counts as inactive or inconclusive. This is a subset; the hit share may differ from the screen's.

Preview (2 entries):
entry	mol	BAZ2B inh	ALOX12 inh	GLS inhibitor	HP1b chromo inh	PI4K2A inh	JMJD2A Tudor inh	ERG Ets-DNA blk	G9a block	RGS4 inhibitor
1	O=C(CSc1nc(-c2ccc(F)cc2)cc(C(F)(F)F)n1)Nc1ccc2c(c1)OCO2	-3%	-5%	21%	36%	-1	-6%[57.1 µM]	3%	0%[59 µM]	36%
2	Cc1ccc(CN(Cc2cc3cc(C)ccc3[nH]c2=O)C(=O)N2CCOCC2)cc1	-2%	48%[activator]	-2%	14%	1	-13%	-5%	-49%	0%

The whole of this part, previewed entries included:
entry	mol	BAZ2B inh	ALOX12 inh	GLS inhibitor	HP1b chromo inh	PI4K2A inh	JMJD2A Tudor inh	ERG Ets-DNA blk	G9a block	RGS4 inhibitor
1	O=C(CSc1nc(-c2ccc(F)cc2)cc(C(F)(F)F)n1)Nc1ccc2c(c1)OCO2	-3%	-5%	21%	36%	-1	-6%[57.1 µM]	3%	0%[59 µM]	36%
2	Cc1ccc(CN(Cc2cc3cc(C)ccc3[nH]c2=O)C(=O)N2CCOCC2)cc1	-2%	48%[activator]	-2%	14%	1	-13%	-5%	-49%	0%
3	CCNc1nc(Oc2ccc(=O)[nH]n2)nc(N2CCOCC2)n1	-4%	-4%	14%	20%	7	3%[57.1 µM]	5%	11%	35%
4	O=C(CN1CCOc2ccccc21)NCc1ccc(Cl)cc1	?	44%[activator][57.4 µM]	38%[activator]	28%	0	-18%	9%	50µM*	-14%
5	Cc1c(NC(=O)/C(=C/c2cccs2)NC(=O)c2ccccc2)c(=O)n(-c2ccccc2)n1C	3%	?	1%	3%	-6	12%[11.4 µM]	8%	13%	?
6	CCOC(=O)C1CCN(C(=O)CCN2C(=O)C3C4C=CC(C4)C3C2=O)CC1 (stereo not drawn)	4%	-1%	14%	15%	-4	-5%	-4%	2%[59 µM]	37%
7	Cc1occc1-c1nnc(SCC(=O)c2ccc(Cl)cc2)n1C	?	-18%	18%	-20%	-4	71µM*	-12%	-40%[12.7 µM]	?
8	COC(=O)c1ccccc1NC(=O)CN1C(=O)NC2(CCCCCCC2)C1=O	9%	?	-6%	18%	-9	-20%	20%	-50%[12.7 µM]	-5%
9	CN(C)c1ccc(NC(=O)CC2NCCNC2=O)cc1 (stereo not drawn)	-7%	-21%	51%[activator]	9%	3	-17%	1%	-1%[59 µM]	-43%
10	CCc1ccc(N2CC(C(=O)OCc3csc(CC(=O)Nc4ccccc4C)n3)CC2=O)cc1 (stereo not drawn)	-3%	102%[activator]	-1%	28%	2	-19%	-4%	-8%[12.7 µM]	-1%
11	CC(C)[C@H](NC(N)=O)C(=O)Nc1cccc([N+](=O)[O-])c1	-11%	7%	10%	-19%	-2	-9%	-2%	-3%	-39%
12	Cc1ccccc1-n1c(SC(C)C(=O)N2CCN(C)CC2)nc2ccccc2c1=O (stereo not drawn)	4%	8%	3%	5%	-4	-7%	6%	.	-9%
13	Cc1ccc(C(=O)C(OC(=O)CN2C(=O)c3ccccc3C2=O)c2ccccc2)cc1 (stereo not drawn)	-32%	-5%	.	12%	-7	14%	2%	13%[0.501 µM]	-18%
14	Cc1ccccc1Cn1c(CN2CCC(C(=O)NCc3cccnc3)CC2)cc2ccccc21	?	?	7%	7%	-1	-34%	8%	-32%[59 µM]	-14%
15	CC1CCCCC1NC(=O)COC(=O)c1ccc2c(c1)NC(=O)CS2 (stereo not drawn)	.	-2%	0%	33%	3	-12%	1%	.	-42%
16	C[C@H]1CN([C@@H](C)CO)C(=O)c2cccc(NC(=O)Nc3ccc(C(F)(F)F)cc3)c2O[C@@H]1CN(C)C(=O)Nc1ccc(F)cc1	.	?	-9%	25%	3	-21%	-5%	.	1%
17	Cc1ccsc1CNc1ncnc2ccc(-c3c(C)noc3C)cc12	.	0%	13%	30%	-1	?	.	.	15%
18	O=C(CN(C1CC1)S(=O)(=O)c1ccc(S(=O)(=O)NC2CCCCC2)cc1)Nc1ccccc1	-4%	1%	-20%	19%	-2	14%[11.4 µM]	-1%	6%[12.7 µM]	2%[11.4 µM]
19	CCC(c1nnnn1Cc1ccco1)N(Cc1cc2cc(C)cc(C)c2[nH]c1=O)CC1CCCO1 (stereo not drawn)	?	?	?	?	7	-21%[11.4 µM]	3%	?	-10%[11.4 µM]
20	CC[C@@H](CC1CCCCC1)C(=O)N(Cc1ccccc1)c1ccccc1	.	-1%	-2%	120%[activator]	-2	45%[activator]	-7%	.	12%
21	COc1cccc(NC(=O)CN(C)C(=O)CN2C(=O)c3ccc([N+](=O)[O-])cc3C2=O)c1	8%	2%	4%	21%	2	-2%	2%	?	-4%
22	COc1ccc(/C=N/n2cnc3c([nH]c4ccccc43)c2=O)cc1CO	-10%	-6%	?	5%	-3	-32%[11.4 µM]	2%	-31%	-4%[11.4 µM]
23	O=C1C=C(N2CCOCC2)C2(CCCCC2)O1	?	-5%	0%	17%	2	0%	-1%	45µM*	-13%
24	O=C(NC(=S)NC1CCS(=O)(=O)C1)c1ccccc1F (stereo not drawn)	-2%	-4%	-6%	38%	3	4%	2%	25%	-5%
25	O=C(COC(=O)c1ccc(Cl)c(S(=O)(=O)N2CCCCC2)c1)NCc1ccco1	?	-25%	-1%	1%	-16	?	5%	?	-18%
26	Cc1c(Cl)cccc1NC(=O)c1ncn[nH]1	20µM*	34%[activator]	2%	28%	-4	25µM*	2%	11µM*	7%
27	CCc1c(C)nc2ccc(Br)cc2c1Cl	8%	?	-1%	105%	6	42%[activator]	0%	67%[activator]	-13%
28	C/C(=N\NC(=O)c1c(Cl)cnn1C)c1cccnc1	-5%	10%	11%	38%	-3	-11%	2%	.	-19%
29	O=C(c1ccccc1)c1cncc(Br)c1	6%	-10%	3%	65%[activator]	1	-12%	-2%	-31%	26%
30	CC(=O)N1CCN(c2nc3ccc([N+](=O)[O-])cc3s2)CC1	-26%	-2%	4%	29%	-3	-9%	-3%	6%	32%
31	Cc1ccccc1N/C(=N/S(=O)(=O)c1ccccc1)c1ccc(F)cc1	-15%	-7%	-1%	2%	7	-7%[11.4 µM]	-3%	4%	13%[11.4 µM]
32	CCN(CCNCC(O)COCc1ccc(Cl)cc1)c1cccc(C)c1 (stereo not drawn)	20µM*	?	?	40µM*	-2	0.89µM*	0%	7.9µM*	-27%
33	Cc1ccc2oc(C(=O)Nc3cccc(Cl)c3)cc(=O)c2c1	-14%	-15%	1%	27%	2	-16%	3%	9%[59 µM]	16%
34	O=C(NCCc1ccccc1O)c1cc2c(cc1[N+](=O)[O-])OCO2	.	0%	27%	18%	0	-14%	-2%	.	-15%
35	O=S(=O)(c1ccccc1F)N1CCN(c2nc(-c3cccnc3)nc3ccccc23)CC1	-9%	12%&28%	-5%	46%[activator]	-1	-34%	16%	14%[12.7 µM]	-10%
36	COc1ccc(OC)c(-n2c(-c3cnccn3)n[nH]c2=S)c1	?	-17%	.	26%	2	-15%	11%	10µM*	-36%
37	Cc1ccc2cc(CN(CCCO)S(=O)(=O)c3cccc4nsnc34)c(=O)[nH]c2c1	-1%	0%	-1%	16%	-5	-13%	-7%	?	11%
38	CC1=NOC2(C1)N(C)c1ccccc1C2(C)C (stereo not drawn)	18%	-2%	-5%	19%	-3	-17%	5%	-10%[59 µM]	-21%
39	CC(=O)Nc1nc(SCc2cccc3ccccc23)n[nH]1	14%	-12%	-2%	34%	-1	-3%	-7%	-3%	-14%
40	O=C(CN1C(=O)NC2(CCCCCCC2)C1=O)N1CCOCC1	-5%	1%	-1%	25%	-28	10%	-7%	21%	0%
41	O=C(NCc1ccco1)/C(=C\c1ccco1)NC(=O)c1cccs1	?	11%	-6%	49%[activator]	3	-13%[57.1 µM]	-7%	.	-16%
42	CCN(CC)CCNC(=O)C1CCN(c2cc(C)nc3c(-c4ccc(Cl)cc4)c(C)nn23)CC1	-3%	-15%	9%	29%	2	-6%	5%	-25%[59 µM]	16%
43	COc1ccccc1NC(=O)Nc1cccc(C)n1	-7%	0%	-3%	67%[activator]	-3	-10%	-9%	-4%[59 µM]	-7%
44	Cc1nc(N)nc(N)c1/C=C/C(C)(C)c1ccc(Cl)cc1	?	?	-19%	20%	3	-28%	-3%	.	4%
45	Cc1ccc(C(=O)NC2CC2)cc1S(=O)(=O)N1CCOCC1	9%	4%	-1%	7%	6	-15%	-13%	?	1%
46	CCOC(=O)c1sc2nc(SCC#N)n(CCCN3CCCC3=O)c(=O)c2c1C	-3%	?	-4%	-1%	-1	-23%	-18%	8%[12.7 µM]	-13%
47	S=C(Nc1ccc(Br)cc1)NC1CCN(Cc2ccccc2)CC1	-27%	?	3%	20%	10	-34%	-6%	.	10%
48	CC(=O)NC(c1ccc(Cl)cc1Cl)c1ccc2cccnc2c1O (stereo not drawn)	28µM*	?	0%	-3%	1	28µM*	-3%	.	?
49	COc1cccc(CN2CCN(Cc3ccc4c(c3)OCCO4)CC2CCO)c1 (stereo not drawn)	-18%	3%	7%	16%	1	-12%	-1%	.	14%
50	Cc1cc(SCC(=O)N(C)C2CCS(=O)(=O)C2)nc2c(C)cccc12 (stereo not drawn)	-15%	3%	-15%	19%	0	-13%	2%	-1%	-11%
51	CCN1CCN(C(=O)CCN2C(=O)COc3ccc(C)cc32)CC1	2%	0%	.	20%	-10	11%	-6%	0%[12.7 µM]	9%
